PvdQ acylase = P. aeruginosa PvdQ acylase inhibitors, primary screen, biochemical, fluorescence, plate reader and imaging, single point; PvdQ acylase [Pseudomonas aeruginosa LESB58]; purified PvdQ acylase; inhibition, % at 10 µM; 0.063% of 340,000 active; AID 488965, 2010; in the data active means inhibition above about 30%, passing the limit was not always enough;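 further: 0% = vehicle neutral wells and 100% = reference inhibitor wells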
SR-BI HDL uptake = inhibitors of SR-BI mediated HDL lipid uptake, primary screen, ldlA[mSR-BI] cells, fluorescence, single point | Scavenger receptor class B member 1 (Mus musculus), Q61009 | ldlA[mSR-BI] CHO cells, DiI-HDL uptake fluorescence, 3 h | inhibition, % at 12.5 µM | 0.96% of 320,000 active;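 active means mean replicate inhibition of at least 70% and a set share of replicates each scoring 70 or more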;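 further: 0% = median of neutral control wells and 100% = median of positive control wells; values of inactives mirror those of a sister screen read the other way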
PfHsp90 yeast 2 = growth inhibition of PfHsp90-expressing yeast, primary screen, antimalarial PfHsp90 inhibitor project, S. cerevisiae, BacTiter-Glo luminescence, single point, set 2. BacTiter-Glo ATP, 48 h; yeast lacking PDR1 and PDR3 efflux regulators. inhibition, % at 9.4 µM. 0.32% of 310,000 active. AID 504621, 2011;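 active means every replicate shows inhibition above about 80%, whatever the replicate mean, limit read from the data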;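 further: 0% = DMSO neutral controls and 100% = 20 µM radicicol positive controls; yeast relying on Plasmodium falciparum Hsp90 in place of its own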
Rtt109 Vps75 = inhibitors of C. albicans Rtt109/Vps75 HAT, primary screen, biochemical, ThioGlo CoA-SH fluorescence, plate reader; Histone acetyltransferase RTT109 (Candida albicans (strain SC5314 / ATCC MYA-2876)), …; inhibition, % at 34.9 µM; AID 540336, 2011; purified Rtt109/Vps75, 4 h; 0.16% of 330,000 active;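 active means inhibition of at least 50% in every replicate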
MITF act = activators of MITF-driven TRPM1 promoter reporter, primary screen, cell-based, SK-MEL-5, luciferase, single point; AID 588334, 2011; SK-MEL-5 TRPM1-promoter luciferase, 24 h; % of positive control, neutral wells = 0; 0.75% of 300,000 active; activation, % at 12.5 µM;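 active means mean activation of at least 80% with every replicate also reaching 80%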;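 further: 0% = neutral control wells and 100% = parthenolide positive control wells; values of inactives mirror those of a sister screen read the other way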
NSD2 inh = NSD2 histone methyltransferase inhibitors, primary screen, biochemical, AlphaScreen, single concentration, set 2; Histone-lysine N-methyltransferase NSD2 (Homo sapiens), O96028; NSD2 peptide methylation, 120 min; inhibition, % at 12.5 µM; 0.54% of 310,000 active; AID 743445, 2014; in the data active means inhibition above about 50%
Target sequence (O96028 whole entry, looked up): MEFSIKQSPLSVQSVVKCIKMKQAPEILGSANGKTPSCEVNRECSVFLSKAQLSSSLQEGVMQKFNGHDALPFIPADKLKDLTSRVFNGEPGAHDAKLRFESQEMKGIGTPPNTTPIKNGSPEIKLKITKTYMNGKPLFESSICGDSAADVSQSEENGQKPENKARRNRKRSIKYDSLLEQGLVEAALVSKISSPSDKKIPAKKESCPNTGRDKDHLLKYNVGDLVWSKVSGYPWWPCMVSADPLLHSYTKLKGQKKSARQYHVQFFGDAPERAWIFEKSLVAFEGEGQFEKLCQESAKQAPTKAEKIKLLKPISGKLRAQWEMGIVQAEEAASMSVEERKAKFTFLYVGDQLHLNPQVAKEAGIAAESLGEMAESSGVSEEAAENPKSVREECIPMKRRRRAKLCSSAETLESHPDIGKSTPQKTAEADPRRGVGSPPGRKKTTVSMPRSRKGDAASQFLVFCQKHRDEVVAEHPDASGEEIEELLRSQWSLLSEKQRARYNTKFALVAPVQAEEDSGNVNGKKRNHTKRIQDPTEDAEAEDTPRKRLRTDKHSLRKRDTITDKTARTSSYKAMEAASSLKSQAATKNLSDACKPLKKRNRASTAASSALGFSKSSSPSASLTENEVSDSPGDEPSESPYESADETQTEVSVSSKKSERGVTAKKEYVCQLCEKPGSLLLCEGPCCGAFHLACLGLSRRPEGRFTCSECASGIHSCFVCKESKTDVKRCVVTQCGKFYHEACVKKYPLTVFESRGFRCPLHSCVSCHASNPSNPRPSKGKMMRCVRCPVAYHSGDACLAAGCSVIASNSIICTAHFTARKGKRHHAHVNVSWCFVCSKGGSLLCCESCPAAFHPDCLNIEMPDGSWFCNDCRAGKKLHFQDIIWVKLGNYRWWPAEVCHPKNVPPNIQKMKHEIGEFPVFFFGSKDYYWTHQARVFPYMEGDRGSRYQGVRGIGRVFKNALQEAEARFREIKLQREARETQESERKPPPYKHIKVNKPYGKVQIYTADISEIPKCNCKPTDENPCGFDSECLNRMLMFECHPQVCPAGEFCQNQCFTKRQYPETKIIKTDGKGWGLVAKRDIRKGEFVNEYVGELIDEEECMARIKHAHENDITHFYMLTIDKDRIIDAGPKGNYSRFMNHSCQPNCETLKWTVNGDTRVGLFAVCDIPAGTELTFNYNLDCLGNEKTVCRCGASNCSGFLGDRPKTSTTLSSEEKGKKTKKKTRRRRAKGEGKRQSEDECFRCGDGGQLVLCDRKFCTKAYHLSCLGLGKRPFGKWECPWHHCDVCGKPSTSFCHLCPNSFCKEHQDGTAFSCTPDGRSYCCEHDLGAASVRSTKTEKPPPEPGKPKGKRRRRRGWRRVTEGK
CAL PDZ FP-1 = CAL PDZ peptide-binding inhibitors, primary screen, biochemical, fluorescence polarization, Cer-tagged CAL PDZ, HTS | inhibition, % at 20 µM | AID 504414, 2011 | 0.02% of 330,000 active | Golgi-associated PDZ and coiled-coil motif-containing protein (Homo sapiens), Q9HD26 | purified CAL PDZ, TMR-peptide fluorescence polarization, 1 h;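 active means highest replicate inhibition of at least 40%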;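 further: plate controls were DMSO neutral control wells for no effect and unlabeled competitor peptide control wells for full effect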
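Material: tagged CAL PDZ protein CerCALP, purified; buffer or medium: sodium phosphate/NaCl buffer pH 7.4 with TCEP, IgG, Thesit; also added: fluorescent TMR peptide probe; schedule: 1 h incubation at room temperature before polarization reading; technique: fluorescence polarization from S- and P-plane intensities, G-factor corrected; control set: unlabelled peptide and DMSO controls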
CAL PDZ FP-2 = untagged CAL PDZ binding inhibitors, primary screen, biochemical, fluorescence polarization, HTS | Golgi-associated PDZ and coiled-coil motif-containing protein (Homo sapiens), Q9HD26 | 0.92% of 300,000 active | AID 602252, 2012 | purified CAL PDZ, TMR-peptide fluorescence polarization, 1 h | inhibition, % at 24.9 µM;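 active means mean inhibition of at least 30% with at least half of replicates also reaching 30%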;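 further: 0% = DMSO neutral control and 100% = excess unlabeled competitor peptide PRC23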
SR-BI DiI-HDL act = activators of SR-BI mediated DiI-HDL uptake, primary screen, ldlA[mSR-BI] CHO cells, DiI fluorescence; 3 h; 100 = double the neutral-control signal; activation, % at 12.5 µM; 0.096% of 320,000 active; AID 504775, 2011;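 active means mean replicate activation of at least 60% and every replicate at or above 60%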;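 further: 0% = median plate neutral-control signal and 100% = twice that signal; values of inactives mirror those of a sister screen read the other way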
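Material: SR-BI-overexpressing, LDLR-lacking CHO cells; schedule: compound exposure 3 h, 37 °C; reagent: DiI-labelled HDL at 10 µg/mL final; technique: bottom-read fluorescence, 550/595 nm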
dFosB activator = activators of delta FosB homodimer, primary screen, biochemical, fluorescence polarization, TAMRA-CDK5 oligo, single point | Protein FosB (Mus musculus), P13346 | purified delta FosB; percent of positive-control signal above neutral wells | activation, % at 25 µM | 0.99% of 340,000 active | AID 493131, 2011;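 active means mean activation above about 17%, with every replicate also reaching it, limit read from the data, passing the limit was not always enough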;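 further: fluorescence polarization rise as delta FosB binds a TAMRA Cdk5 AP-1 oligo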
Numbers without * were called inactive; . = no result given; & = joins results of further samples.

SMILES | PvdQ acylase | SR-BI HDL uptake | PfHsp90 yeast 2 | Rtt109 Vps75 | MITF act | NSD2 inh | CAL PDZ FP-1 | CAL PDZ FP-2 | SR-BI DiI-HDL act | dFosB activator
COc1ccc(Cn2nnc3c(=O)[nH]c(C4CCN(C(=O)c5ccccc5Cl)CC4)nc32)cc1 | 4 | -2 | -2 | 24 | -12 | -4 | . | -7 | 2 | 0
Nn1c(SCC(=O)Nc2ccc(OC(F)F)cc2)nnc1-c1ccco1 | -4 | -11 | 2 | 7 | 2 | 0 | -1.2 | 4 | 11 | 4
COc1cc(/C=C/C(=O)O)cc(S(=O)(=O)Nc2ccc3[nH]c(=O)[nH]c3c2)c1OC | -11 | -10 | 3 | 4 | 6 | . | -1.8 | -3 | 10 | -2
CC(C)CC(COCc1cccc(Cl)c1)N1CCN(C(=O)c2cccc(C(F)(F)F)c2)CCC1=O (configuration not stated) | 3 | 16 | 10 | 18 | 0 | . | -0.5 | 5 | -16 | 5
CCOC(=O)Cn1c(=O)c2c(nc(Br)n2CC(=O)OCC)n(C)c1=O | -9 | -14 | 11 | 1 | -9 | 0 | 0.2 | 0 | 14 | -5
COc1ccccc1C(=O)NNC(=O)C1CCCO1 (configuration not stated) | 0 | . | -12 | 5 | -18 | 0 | 0.5 | . | . | -10
COc1ccc(NC(=O)CN(C)CC(=O)Nc2ccc(Cl)cc2[N+](=O)[O-])cc1 | -14 | 2 | . | 1 | 1 | 3 | 0.1 | -4 | -2 | -11
COc1cc(OC)c(/C=N/NC(=O)COc2cccc3cccnc23)c(OC)c1 | -21 | 7 | -4 | -3 | . | -2 | -3.5 | -3 | -7 | 2
COC(=O)C1=C(C)Nc2nnnn2C1c1cccs1 (configuration not stated) | -17 | -8 | 10 | 2 | -7 | -2 | -1.2 | . | 8 | 5
CC(C)(C)N1CC(c2nc3ccccc3n2Cc2ccc(Cl)cc2)CC1=O (configuration not stated) | -1 | 1 | 25 | -21 | 3 | 0 | -0.9 | -4 | -1 | -8
Cc1nc2c(cc1C(=O)N/N=C/c1ccc(O)c(O)c1)c(=O)n(C)c(=O)n2C | 6 | -20 | 9 | -3 | 3 | 3 | 0.0 | -2 | 20 | 3
Cc1nc(NC(=O)CN(C)S(=O)(=O)c2ccc(Br)cc2)sc1C | 3 | 4 | -6 | -5 | -2 | -2 | 0.0 | 3 | -4 | -3
COc1ccc(NC(=O)CSc2nc(NS(=O)(=O)c3ccc(C)cc3)cc(=O)[nH]2)cc1 | -12 | -17 | -12 | -9 | -5 | 15 | -1.9 | -3 | 17 | -13
C=CCN1c2ccccc2[C@]23C[C@@H](C(=O)OC)N(C(=O)CC(C)C)C2=NC(C(=O)OC)=C(C(=O)OC)[C@H]13 | -3 | -6 | . | -4 | 1 | . | 0.5 | -3 | 6 | -9
O=C(CSc1cccc2cccc(Cl)c12)OCC(=O)N1CCN(C(=O)c2ccco2)CC1 | 17 | -14 | . | -4 | . | 0 | -3.3 | . | 14 | -12
CC(C)(C)NC(NC(=O)Cc1ccccc1)C(Cl)(Cl)Cl (configuration not stated) | -12 | -13 | -39 | -5 | 8 | 0 | 0.5 | -3 | 13 | -2
Fc1ccc(N2CCN(c3cnc4ccccc4n3)CC2)cc1 | -4 | 22 | 10 | -1 | 61 | -4 | -0.6 | 0 | -22 | -2
CCCCC(=O)Nc1ccc(C(=O)NN2C(=O)c3ccccc3C2=O)cc1 | -12 | -12 | 5 | -4 | -3 | -7 | -2.0 | -2 | 12 | 1
Cc1nnc(SCC(=O)Nc2nc(C(C)(C)C)cs2)s1 | -17 | 13 | . | 2 | -2 | -1 | 0.2 | . | -13 | 3
O=c1c2ccccc2nc(-c2ccc(Cl)cc2Cl)n1O | 14 | -34 | 23 | 19 | 15 | -2 | -0.2 | -1 | 34 | 5
CCCCn1c(=S)[nH]c2cc(S(=O)(=O)N3CCOCC3)ccc21 | -5 | -7 | 10 | 3 | -6 | 12 | -2.8 | -1 | . | -1
O=C(NCCCn1ccnc1)c1cc(C2CC2)on1 | -5 | . | 5 | 5 | -14 | . | -0.9 | . | . | -7
CC(C#N)Sc1nnc(Nc2ccccc2)s1 (configuration not stated) | 1 | -4 | 12 | -8 | 14 | -3 | -1.9 | 2 | 4 | 2
O=C(NCc1n[nH]c(=S)n1-c1cccc(C(F)(F)F)c1)c1ccco1 | 17 | . | -3 | 0 | . | -1 | -1.5 | 1 | . | 1
Cc1ccc(N(C(=O)Cn2nnc3ccccc32)C(C(=O)NCc2ccco2)c2ccc(C)o2)cc1 (configuration not stated) | -10 | 8 | 7 | 7 | . | 0 | -0.2 | -6 | -8 | 0

Reformatted with two lines to a compound: entries from further up
Every second line gives: PvdQ acylase | SR-BI HDL uptake | PfHsp90 yeast 2 | Rtt109 Vps75 | MITF act | NSD2 inh | CAL PDZ FP-1 | CAL PDZ FP-2 | SR-BI DiI-HDL act | dFosB activator
COC(=O)C1=C(C)Nc2nnnn2C1c1cccs1 (configuration not stated)
    -17 | -8 | 10 | 2 | -7 | -2 | -1.2 | . | 8 | 5
CC(C)(C)N1CC(c2nc3ccccc3n2Cc2ccc(Cl)cc2)CC1=O (configuration not stated)
    -1 | 1 | 25 | -21 | 3 | 0 | -0.9 | -4 | -1 | -8

(further entries)
SMILES | PvdQ acylase | SR-BI HDL uptake | PfHsp90 yeast 2 | Rtt109 Vps75 | MITF act | NSD2 inh | CAL PDZ FP-1 | CAL PDZ FP-2 | SR-BI DiI-HDL act | dFosB activator
CC(=O)N[C@@H](C)c1nc2ccccc2n1CCCN1CCN(c2nc(-c3ccc(C)cc3)cs2)CC1 | -12 | 55 | -1 | 3 | -25 | . | -0.4 | -2 | -55 | -7
O=Cc1ccc2noc(-c3ccc(F)cc3)c2c1 | -1 | 0 | -6 | -20 | 26 | -6 | -0.3 | 9 | 0 | 3
Clc1cccc(OCCN2CCCC2)c1 | 13 | -23 | 6 | . | -2 | 0 | 0.2 | -3 | 23 | -1
CCOC(=O)Cn1cc(/C=C(\C#N)C(=O)N2CCOCC2)c2ccccc21 | 0 | 16 | -2 | -5 | 18 | 1 | -0.7 | -1 | -16 | -11
CCOc1ccc(OCCC(=O)OCC(=O)Nc2ccc(N3CCOCC3)cc2)cc1 | -22 | -5 | -9 | -3 | 6 | 0 | -2.2 | -3 | 5 | -10
COC(=O)c1cc2ccccc2c(-c2c(O)ccc3ccccc23)c1O | -4 | 27 | -59 | -3 | -12 | 3 | -2.8 | 0 | -27 | 3
CCN1CCN(C(=O)C2CCC(CNS(=O)(=O)c3ccccc3)CC2)CC1 (configuration not stated) | -11 | 13 | -18 | -2 | 0 | 4 | -2.3 | 0 | -13 | -3
COC(=O)c1sccc1NC(=O)CSCCc1ccccn1 | 11 | 7 | 10 | 6 | 8 | 0 | 1.3 | 0 | -7 | 0
CC(C)c1ccc(S(=O)(=O)NC2CCCC2)cc1 | 7 | -18 | 4 | 1 | -7 | -5 | 0.1 | -2 | 18 | 0
CCOc1ncccc1C(=O)OCc1cc(=O)oc2c(C)c(C)ccc12 | 1 | 8 | -11 | -10 | 16 | -5 | -0.6 | -3 | -8 | 4
Cc1ccc(S(=O)(=O)N2CCSC2)cc1C | 18 | 13 | 20 | -1 | -7 | -1 | 0.6 | 6 | -13 | 0
O=c1cc(-c2ccc(O)cc2)oc2c([C@@H]3O[C@H](CO)[C@@H](O)[C@H](O)[C@H]3O)c(O)c([C@@H]3O[C@H](CO)[C@@H](O)[C@H](O)[C@H]3O)c(O)c12 | 3 | -26 | -7 | -17 | 6 | . | -2.0 | -6 | 26 | 9
CC(=O)N(C)c1ccc(NC(=O)Cc2cccs2)cc1 | -8 | . | -30 | 5 | 11 | 0 | -1.2 | -2 | . | -12
COCCn1nnnc1C(c1ccc(OC)cc1)N1CCN(c2ccccc2F)CC1 (configuration not stated) | -11 | -4 | 14 | -4 | 4 | . | 0.1 | -4 | 4 | -8
O=C(Nc1cc2c3c(c1)CC(=O)N3CCC2)c1ccco1 | -6 | 5 | 2 | 6 | 6 | 1 | -2.4 | -3 | -5 | -2
CCCc1nnc(NC(=O)CCC(=O)N2CCN(Cc3ccc(Cl)cc3)CC2)s1 | -9 | -3 | -61 | -1 | -12 | 0 | -2.2 | -5 | 3 | -5
CC(SC1=NCCN1S(=O)(=O)c1ccc(F)cc1)c1ccccc1 (configuration not stated) | -12 | -47 | -4 | -15 | 2 | -4 | -1.3 | . | . | -16
c1ccc(Cn2c(CSc3nnnn3-c3ccccc3)nc3ccccc32)cc1 | -5 | -7 | 17 | 6 | -3 | 8 | -1.7 | -2 | 7 | -5
CC(=O)Nc1ccc(S(=O)(=O)NCC2CCC(C(=O)NC(C)c3ccccc3)CC2)cc1 (configuration not stated) | -15 | 7 | 7 | -6 | -7 | 5 | -0.8 | . | -7 | 12
CC(=O)Nc1ccc(S(=O)(=O)NNC(=O)C(=O)NNc2ccccn2)cc1 | -9 | . | -29 | -1 | 6 | . | -3.2 | 0 | . | 3
Cc1nn(C)cc1C(C(=O)NC1CCCCC1)N(C(=O)Cc1cccs1)c1ccc(Cl)cc1 (configuration not stated) | -3 | -11 | -44 | -10 | -4 | 6 | -0.3 | -5 | 11 | -8
COc1ccc(OC)c(Nc2cc(C)nc3ccc(C)cc23)c1 | -11 | 24 | -20 | -5 | -11 | -1 | -1.5 | -8 | -24 | 1
CCOC(=O)CC(=O)CSc1nc(C)cc(-c2cccnc2)c1C#N | -13 | 5 | . | -11 | 4 | 5 | -2.1 | 0 | -5 | -1
CCOC(=O)c1ccc[n+](CC(=O)Nc2cc(C(F)(F)F)ccc2Cl)c1 | -8 | -2 | 10 | -8 | -7 | -4 | -0.3 | . | 2 | -2
Cc1ccc(CC(=O)NCCS(=O)c2ccc(Cl)cc2)cc1 (configuration not stated) | 4 | -32 | -29 | 5 | -3 | 0 | -0.3 | -5 | 32 | -7
O=C(Nc1cccc([N+](=O)[O-])c1)c1cc2ccccc2cc1O | 3 | 129* | -17 | . | -54 | . | -0.9 | -2 | -129 | -14
Cc1noc(C(=O)N2CCN(Cc3ccc4c(c3)OCO4)CC2)c1Cl | -9 | 2 | 11 | -5 | 1 | . | -1.0 | . | -2 | 3
C/C(N)=C(/C#N)C(=O)CSc1nnc(Cc2ccccc2F)n1N | -12&2 | -23&-28 | -3&-13 | -1&-4 | -7&8 | -4&16 | -0.2 | -1&-3 | 23&28 | -8&8

Assay outcomes as filed in PubChem.
